# yeast cln2 rad14 – NCI yeast anticancer drug screen, S. cerevisiae cln2 rad14 strain | 8.3% of 78,000 active | growth inhibition, % at 50 µM;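 note: 0% = growth of vehicle-only cultures of the same strain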
#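 Each compound was tested on cln2 rad14 yeast. Inhibition of growth was calculated against vehicle-exposed controls.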
# yeast mec2-1 – NCI yeast anticancer drug screen, S. cerevisiae mec2-1 strain. growth inhibition, % at 50 µM. 9% of 79,000 active. AID 157;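 note: 0% = growth of vehicle-only cultures of the same strain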
#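 Cells of the genetically defined mec2-1 yeast strain are incubated with test compound. Inhibition of growth is calculated against vehicle-treated controls.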
# bub3 – NCI yeast anticancer drug screen, S. cerevisiae bub3 mutant strain. growth inhibition, % at 50 µM. 9.9% of 78,000 active. AID 167;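 note: 0% = growth of vehicle-only cultures of the same strain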
#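 Readout: yeast growth inhibition, expressed relative to vehicle-only wells. The test organism is a mutant strain from a panel with lesions in DNA repair or checkpoint genes.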
# yeast sgs1 mgt1 – NCI yeast anticancer drug screen, S. cerevisiae sgs1 mgt1 strain | % growth inhibition at 50 µM | 10% of 78,000 active;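 note: 0% = growth of vehicle-only cultures of the same strain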
#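 Read-out: growth inhibition vs vehicle controls. Cells: mutant yeast strain deficient in DNA damage repair.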
# yeast rad50 – NCI yeast anticancer drug screen, S. cerevisiae rad50 strain; growth inhibition, % at 50 µM; 10% of 79,000 active;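 note: 0% = growth of vehicle-only cultures of the same strain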
#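 Compounds were tested on a yeast strain with an engineered DNA damage repair alteration; the reported value is growth inhibition normalised to vehicle treatment.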
# yeast mlh1 rad18 – NCI yeast anticancer drug screen, S. cerevisiae mlh1 rad18 strain; % growth inhibition at 50 µM; 11% of 79,000 active;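 note: 0% = growth of vehicle-only cultures of the same strain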
#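 In this whole-cell yeast screen, a strain with altered DNA damage repair is challenged with compound, and its growth is measured against matched vehicle-treated controls.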
# * marks the source's active call; other numbers are inactive results. Cut-off read from the data, not from the text of the source: active = growth inhibition above about 70%; inactive = the rest.
Molecule	yeast cln2 rad14	yeast mec2-1	bub3	yeast sgs1 mgt1	yeast rad50	yeast mlh1 rad18
CN1CCN(CCCN2c3ccccc3Sc3ccccc32)CC1	-19	5	-2	-4	16	50
CSc1ccc(NC(=O)/C=C/c2ccccc2)cc1	-18	-3	30	26	-6	34
Nc1ccccc1OCCOCCOc1ccccc1N	45	-3	15	-8	-32	-10
COc1ccc(/C=N/N=C(\N)NO)c(OC)c1	-5	-20	20	-15	-10	-16
OCC(CO)C(c1cccc2ccccc12)c1cccc2ccccc12	99*	99*	99*	99*	99*	99*
COc1c(NC(=O)COc2ccc(Cl)cc2)cccc1[N+](=O)[O-]	-2	19	10	30	2	35
Nc1cccc(F)c1	-15	2	25	-11	-13	0
Cc1cc(C)c(C#N)c(Cl)n1	-9	3	7	11	18	12
CCOC(=O)/C(C)=N/Nc1cc(Cl)ccc1O	71*	94*	35	58	95*	89*
CCOC(=O)C(CSC(=O)c1ccccc1)NC(=O)OCc1ccccc1 (stereo not given)	-30	-3	3	21	40	20
COc1ccc2c(O)cc(C(=O)O)c(-c3ccccc3)c2c1	-18	-13	5	-4	-5	-23
CC(=O)Nc1ccc(C(O)/C(=N/N)c2nc3ccc(Cl)cc3[nH]c2=O)cc1 (stereo not given)	-1	-9	6	-6	9	-27
CC1=NC(=Cc2ccccc2O)C(=O)N1n1c(-c2ccccc2)nc2ccccc2c1=O	17	18	42	51	22	44
CN1CCN(c2ccncc2S(=O)(=O)N2CCN(C)CC2)CC1	-15	-13	-11	1	-17	-2
O=C(NS(=O)(=O)c1ccc(Cl)cc1)c1ccccc1	-5	7	4	-9	0	7

# (cont.)
Molecule	yeast cln2 rad14	yeast mec2-1	bub3	yeast sgs1 mgt1	yeast rad50	yeast mlh1 rad18
COc1cccc[n+]1C	8	3	5	-2	10	7
C1COC2(OC1)OCCCO2	-72	1	9	-8	-15	3
O=C(O)c1ccnc(C(=O)O)c1	-44	-9	-11	-7	-30	-4
COc1ccccc1C1c2cc3c(cc2OC(O)(CO)C1C(=O)O)OCO3 (stereo not given) (tested in a mixture with another compound)	-14	-23	-21	-15	-18	-3
CNNC1=NS(=O)(=O)c2cc(C#N)c(Cl)cc2S1	-30	-1	-9	-20	5	20
O=C1OC2CC3CC2C1C3C(=O)N1CCCCC1 (stereo not given)	-33	-2	-10	-8	12	-5
CCOC(=O)c1cnc2ccccn2c1=O	7	6	-18	7	5	-2
N#Cc1c(C(F)(F)F)cc(-c2cccs2)nc1C(C(=O)Nc1cc(Cl)c(Cl)cc1Cl)c1ccccc1 (stereo not given)	17	-23	8	8	11	-2
NCCCCCC(N)=O	21	33	34	39	45	33
S=C(Nc1ccccc1)N(Cc1ccccc1)c1ccccc1	33	29	66	46	62	49
O=C(CN1CCNCC1)N1CCOCC1	-24	-25	-17	-18	-26	-14
CC1=Nc2ccccc2S/C1=C(/C)NN	16	9	2	0	21	1
O=C1c2cc([N+](=O)[O-])cc3cc([N+](=O)[O-])cc(c23)C(=O)N1CCNCCNCCNCCN1C(=O)c2cc([N+](=O)[O-])cc3cc([N+](=O)[O-])cc(c23)C1=O	91*	90*	89*	91*	85*	86*
CCN1CC[N+](C)(CC)Cc2ccccc21 (stereo not given)	14	-5	-5	-5	13	8
OC1COc2ccc(Cl)cc2CSC1 (stereo not given)	13	-7	7	15	22	16

# Next part
Molecule	yeast cln2 rad14	yeast mec2-1	bub3	yeast sgs1 mgt1	yeast rad50	yeast mlh1 rad18
Oc1[nH]c2ccccc2c1N=NC(=S)Nc1ccc(Cl)cc1	42	14	37	56	25	29
Nc1ccc(-c2nc(=S)c3cn[nH]c3[nH]2)cc1	-13	1	2	-9	7	-8
O=S1(=O)CCCC1C(Cl)c1ccccc1 (stereo not given)	-14	-11	-10	4	-4	6
CCC(C(CC(=O)c1ccccc1)c1ccccc1)[N+](=O)[O-] (stereo not given)	-42	-1	10	1	10	-6
O=C(O)CCCCNC(=O)c1ccccc1	12	-14	-5	3	20	9
Cc1ccc(NC(=O)/C(Cc2cc(=O)oc3cc(O)ccc23)=N\NC(=O)C[N+](C)(C)C)cc1C	-16	3	-11	8	1	29
NCCCCCCN	-47	-6	-46	-37	-51	-65
CCOC(=O)C(Nc1ccc(SC)cc1)c1ccccc1 (stereo not given)	11	-16	62	27	18	17
Cc1ccc(C(=O)N/N=C/c2ccccc2Cl)cc1	-20	49	35	34	-3	27
O=[N+]([O-])c1ccc(NN=NCCCl)cc1	-26	0	-5	-5	-1	-4
CCOC(=O)Nc1ccccc1F	-6	-16	5	-4	4	9
COc1cc(O)c(C(C)=O)c(OC)c1	-31	-13	0	-10	-8	-2
COc1ccccc1N1CCN(C(=S)Nc2ccccc2)CC1	-1	-14	-3	1	32	15
O=C1O/C(=C/c2ccc(O)cc2)c2ccccc21	-15	-27	7	-4	1	-11
CCOC(=O)c1[nH]c(C)c(Br)c1C	-31	-6	11	6	26	20

# (next part)
Molecule	yeast cln2 rad14	yeast mec2-1	bub3	yeast sgs1 mgt1	yeast rad50	yeast mlh1 rad18
O=c1cc(S(=O)(=O)Cc2ccccc2)[nH]c(=O)[nH]1	-44	7	8	0	43	31
CCCCCCCCCCCCCCNC(=O)C[N+](C)(C)Cc1ccccc1	99*	100*	99*	99*	100*	100*
Cc1cc(C)c(CN(C)C)c(CC(O)c2ccccc2)c1 (stereo not given)	-15	-6	3	7	11	-2
CCCOC(=O)N(C)c1ccccc1	-32	-10	-23	3	18	-2
CCOC(=O)C1C(c2ccc(OC)c(O)c2)c2cc3c(cc2OC1(C)N1CCCC1)OCO3 (stereo not given)	3	12	4	-3	-4	17
O=C(N/N=C/c1ccc(C(F)(F)F)cc1)c1ccncc1	-13	4	3	18	2	11
O=S(=O)(O)CS(=O)(=O)O	-26	-2	5	8	-22	-1
CCCC(C)C(SC(CC)C(N)=O)C(=O)O (stereo not given)	-13	-5	10	5	-4	-9
O=C(O)c1cc([N+](=O)[O-])cc(P(=O)(O)O)c1	-20	-6	-4	-2	3	13
Cc1ccc(NCC(=O)N2CC(=O)Nc3ccccc32)c(C)c1	-3	-39	-28	-44	-26	-31
Cc1cc(=O)n(-c2ccccc2)c2[nH]n(-c3ccccc3)c(=O)c12	33	29	16	46	34	40
O=c1cc(-c2ccccc2)oc2ccccc12	-12	-10	-7	-7	27	-16
NC(CC(=O)NO)C(=O)O (stereo not given)	-17	-13	1	-1	4	3
CC(C)(C)SCC(=O)O	20	-20	7	-25	-22	2
CCCCN(CCCC)c1ccc2c(c1)C(O)c1ccccc1-2 (stereo not given)	75*	59	82*	88*	77*	85*

# Additional structures
Molecule	yeast cln2 rad14	yeast mec2-1	bub3	yeast sgs1 mgt1	yeast rad50	yeast mlh1 rad18
O=C(CS(=O)(=O)Cc1ccccc1)N1CCOCC1	-4	-13	-3	-7	-9	-28
CCN(CC)c1cccc(C(=O)OCCNCC(C)C)c1	-40	1	49	5	-10	11
Nc1c(N2CCOCC2)c(=O)nc2[nH]/c(=C\c3ccccc3O)c(=O)n12	1	-22	-1	-13	8	-40
O=C1C(=O)/C(=C/c2ccc([N+](=O)[O-])cc2)CCC/C1=C/c1ccc([N+](=O)[O-])cc1	20	15	2	28	36	20
C=C1C(=O)OC2/C=C(\C)C(O)C/C=C(/C)C(OC(=O)/C(C)=C\C)C(O)C12 (stereo not given)	6	-18	-13	7	14	12
CN(C)CC(C)(C)CN1c2ccccc2Sc2ccccc21	22	-5	45	17	25	17
COc1ccc(/C(C#N)=C2C=C/C(=N/O)c3ccccc3\2)cc1	-22	15	9	9	-5	20
CS(=O)c1nsc(S(C)=O)c1C#N (stereo not given)	-36	-10	-10	-2	1	-11
Cc1oc2c(c1C(=O)c1ccccc1)C(=O)c1ccccc1C2=O	93*	93*	92*	93*	88*	82*
CCCCOC(=O)C(O)C(O)C(=O)OCCCC (stereo not given)	58	41	49	58	65	60
CC1(C)CCC[C@@]2(C)C1CC[C@@]1(CO1)[C@@H]2/C=C\C(C=O)CC=O (stereo not given in full)	93*	94*	93*	94*	93*	-27
CC(=O)OC1CC(c2ccccc2)=NO1 (stereo not given)	-22	-22	-11	-9	-13	-12
CC1c2c(cc(=O)n(C)c2O)C(=O)N1Cc1ccccc1 (stereo not given)	-3	6	2	9	2	-9
CCCCCCCNc1ccc2c(cc1=O)C(NC(C)=O)CCc1cc(OC)c(OC)c(OC)c1-2 (stereo not given)	31	17	17	99*	92*	8
COc1cc([C@H]2c3cc4c(cc3O[C@@]3(O)COC(=O)[C@@H]23)OCO4)cc(OC)c1OC	6	25	-6	-13	1	1

# Ordered by molecular weight (highest first): part of the list above.
Molecule	yeast cln2 rad14	yeast mec2-1	bub3	yeast sgs1 mgt1	yeast rad50	yeast mlh1 rad18
COc1cc([C@H]2c3cc4c(cc3O[C@@]3(O)COC(=O)[C@@H]23)OCO4)cc(OC)c1OC	6	25	-6	-13	1	1
O=C1C(=O)/C(=C/c2ccc([N+](=O)[O-])cc2)CCC/C1=C/c1ccc([N+](=O)[O-])cc1	20	15	2	28	36	20
CC(=O)OC1CC(c2ccccc2)=NO1 (stereo not given)	-22	-22	-11	-9	-13	-12

# Returning to the listing with the 4 entries that preceded the break.
Molecule	yeast cln2 rad14	yeast mec2-1	bub3	yeast sgs1 mgt1	yeast rad50	yeast mlh1 rad18
CC(=O)OC1CC(c2ccccc2)=NO1 (stereo not given)	-22	-22	-11	-9	-13	-12
CC1c2c(cc(=O)n(C)c2O)C(=O)N1Cc1ccccc1 (stereo not given)	-3	6	2	9	2	-9
CCCCCCCNc1ccc2c(cc1=O)C(NC(C)=O)CCc1cc(OC)c(OC)c(OC)c1-2 (stereo not given)	31	17	17	99*	92*	8
COc1cc([C@H]2c3cc4c(cc3O[C@@]3(O)COC(=O)[C@@H]23)OCO4)cc(OC)c1OC	6	25	-6	-13	1	1
CC(CN(C)C)C(=O)/C=C/c1ccc(F)cc1 (stereo not given)	22	8	15	-12	1	22
CCC(=O)C12CCCC1=NC(=N)N=C2C1=NC(=N)N=C2CCCC21C(=O)CC (stereo not given)	3	12	-2	-14	-10	5
COc1ccc(CC2=NNC(Cc3ccc(OC)c(OC)c3)=NN2)cc1OC	-32	6	0	2	-11	0
Cc1ccc(N=NC(=O)NNc2ccc(C)c([N+](=O)[O-])c2)cc1[N+](=O)[O-]	16	4	6	18	55	32
CC1(C)CC(C)(C)c2cc3c(cc21)CCC3=O	-17	19	11	4	4	6
O=C=Nc1ccc(Cc2ccc(N=C=O)cc2)cc1 (tested in a mixture with another compound)	9	-2	0	-12	-7	14
CN(C(=O)c1cccc([N+](=O)[O-])c1)C1CCCCC1	-5	35	22	33	3	14
NC(=O)c1ccccc1OCC(=O)O	16	-1	-6	4	7	19
CC(C)=CCS(=O)c1ccccc1NC1=CC(=O)CC(C)(C)C1 (stereo not given)	-8	-26	-6	-38	-16	-4
C#CCn1c2c(c3ccccc3c1=O)C(=O)c1ccccc1-2	32	9	2	16	41	-46
CC(C)(C)C1=CC(O)(c2c3ccccc3c(C3(O)C=C(C(C)(C)C)C(=O)C(C(C)(C)C)=C3)c3ccccc23)C=C(C(C)(C)C)C1=O	20	5	30	14	23	9
CC(O)c1ccc(C(O)/C(=N\NC(=O)c2ccncc2)c2nc3ccc([N+](=O)[O-])cc3[nH]c2=O)cc1 (stereo not given)	-61	-10	-5	15	-6	-2
COc1ccc(-c2cn(-c3ccc(OC)cc3)c3ncnc(N)c23)cc1	9	-1	-18	9	13	2
CCCN(CCC)CC(=O)NC(=O)c1ccccc1	-51	-17	0	-8	-4	-12
CCCCC/C(C)=C(\C#N)C(=O)OC	-15	-29	-34	-19	-5	-27
COc1cc(N)c2ncccc2c1Cl	0	4	-7	24	18	30
CCOC(=O)C1=NN(c2ccccc2)C(=O)/C1=C\N1CC(=O)NC1=S	-10	-14	10	-32	-19	-32

# Looked up above.
# yeast rad50, C#CCn1c2c(c3ccccc3c1=O)C(=O)c1ccccc1-2 → 41
# yeast mlh1 rad18, CCC(=O)C12CCCC1=NC(=N)N=C2C1=NC(=N)N=C2CCCC21C(=O)CC (stereo not given) → 5
# yeast cln2 rad14, CC1(C)CC(C)(C)c2cc3c(cc21)CCC3=O → -17
# yeast rad50, CC(CN(C)C)C(=O)/C=C/c1ccc(F)cc1 (stereo not given) → 1
# yeast sgs1 mgt1, CC(O)c1ccc(C(O)/C(=N\NC(=O)c2ccncc2)c2nc3ccc([N+](=O)[O-])cc3[nH]c2=O)cc1 (stereo not given) → 15
# bub3, NC(=O)c1ccccc1OCC(=O)O → -6
# yeast cln2 rad14, CC(C)=CCS(=O)c1ccccc1NC1=CC(=O)CC(C)(C)C1 (stereo not given) → -8
